# Bioassay records: PubChem, National Center for Advancing Translational Sciences (NCATS)
# Tau fibril FP = qHTS for Inhibitors of Tau Fibril Formation, Fluorescence Polarization. Microtubule-associated protein tau (Homo sapiens), P10636. hit rate 0.39% among 280,000. AID 1468, 2008. Potency, µM (highest dose often 57.7 µM), for inactives: at the highest dose activity, negative = inhibition, most hits filed as inhibitors. K18 P301L tau heparin fibrillization, Alexa594 FP, 6 h; further: on the % scale 0 is the no-effect control and ±100 the full control effect; nearly all actives have a fitted effect of over 55% in size
# Target sequence (P10636 561-689 P618L limits assumed): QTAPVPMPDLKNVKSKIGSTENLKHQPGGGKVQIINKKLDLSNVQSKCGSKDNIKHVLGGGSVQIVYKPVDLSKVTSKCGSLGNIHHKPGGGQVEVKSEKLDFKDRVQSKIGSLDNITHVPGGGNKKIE
#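 Quantitative HTS format: compounds meet 15 uM recombinant K18 P301L tau and Alexa 594-tau tracer in 100 mM sodium acetate pH 7; 20 uM heparin triggers fibrillization at 37 C over 6 hr; FP gives the signal.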
# TRb SRC2 PPI = qHTS for Inhibitors of the Interaction of Thyroid Hormone Receptor and Steroid Receptor Coregulator 2 | Thyroid hormone receptor beta (Homo sapiens), P10828 | TRbeta-SRC2 peptide binding, fluorescence polarization; receptor liganded with 1 µM T3 | Potency, µM (series often up to 106 µM), for the others: top-dose activity change, negative = inhibition, most hits filed as inhibitors | hit rate 0.065% among 280,000 | AID 1469, 2008;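 further: plate controls were bound peptide for no effect and peptide without receptor for full effect; nearly all actives have a fitted effect of over 50% in size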
#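 Read-out is fluorescence polarization (555 nm excitation, 632 nm emission) of a Texas Red SRC2 coactivator peptide; loss of signal reflects blocked binding to human TRb ligand-binding domain in the presence of 1 uM T3.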
# RECQ1 helicase = qHTS Assay for Inhibitors of RecQ-Like Dna Helicase 1 (RECQ1) | ATP-dependent DNA helicase Q1 (Homo sapiens), P46063 | RECQ1 DNA unwinding, red fluorescence kinetic read | hit rate 0.54% among 240,000 | Potency, µM (series often up to 57.3 µM), for inactives: at the highest dose activity, negative = inhibition, most hits filed as inhibitors;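 further: plate controls were vehicle for no effect and no enzyme for full effect; nearly all actives have a fitted effect of over 30% in size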
#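 RECQ1T1 50 nM; forked duplex (20 bp + 30-nt ss tails) 200 nM, ATP 2 mM final; pH 8.0, 2 mM MgCl2, 2.5 ug/ml poly(dI-dC); 15 min compound preincubation; discontinuous kinetic read over 2 h at RT.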
# HTT ATP protect = qHTS Multiplex Assay to Identify Dual Action Probes in a Cell Model of Huntington: Cytoprotection (ATP); AID 1471, 2008; PC12 HTT-Q103 induced, cytoprotection, ATP luminescence, 40 h; hit rate 0.14% among 230,000; Potency, µM (series often up to 56.4 µM), for the others: cytoprotection (ATP increase), usual class: activators;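 further: % of control where 0% means no effect; nearly all actives have a fitted effect of over 45% in size; toxic huntingtin expression switched on by the ecdysone agonist tebufenozide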
#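 ATP quantification (ATPlite) reports survival of PC12 cells in which tebufenozide, 100 nM final, switches on Htt exon 1 with 103 glutamines linked to GFP; compounds are titrated.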
# L3MBTL1 inh = qHTS Assay for the Inhibitors of L3MBTL1; Lethal(3)malignant brain tumor-like protein 1 (Homo sapiens), Q9Y468; AlphaScreen L3MBTL1–H3K9me1 peptide binding; Potency, µM (doses to about 57.1 µM), without a hit: top-dose activity, negative = inhibition, hits mostly inhibitors; hit rate 0.66% among 230,000; further: on the % scale 0 is the no-effect control and ±100 the full control effect; nearly all actives have a fitted effect of over 60% in size
# Target sequence (Q9Y468 whole entry, looked up): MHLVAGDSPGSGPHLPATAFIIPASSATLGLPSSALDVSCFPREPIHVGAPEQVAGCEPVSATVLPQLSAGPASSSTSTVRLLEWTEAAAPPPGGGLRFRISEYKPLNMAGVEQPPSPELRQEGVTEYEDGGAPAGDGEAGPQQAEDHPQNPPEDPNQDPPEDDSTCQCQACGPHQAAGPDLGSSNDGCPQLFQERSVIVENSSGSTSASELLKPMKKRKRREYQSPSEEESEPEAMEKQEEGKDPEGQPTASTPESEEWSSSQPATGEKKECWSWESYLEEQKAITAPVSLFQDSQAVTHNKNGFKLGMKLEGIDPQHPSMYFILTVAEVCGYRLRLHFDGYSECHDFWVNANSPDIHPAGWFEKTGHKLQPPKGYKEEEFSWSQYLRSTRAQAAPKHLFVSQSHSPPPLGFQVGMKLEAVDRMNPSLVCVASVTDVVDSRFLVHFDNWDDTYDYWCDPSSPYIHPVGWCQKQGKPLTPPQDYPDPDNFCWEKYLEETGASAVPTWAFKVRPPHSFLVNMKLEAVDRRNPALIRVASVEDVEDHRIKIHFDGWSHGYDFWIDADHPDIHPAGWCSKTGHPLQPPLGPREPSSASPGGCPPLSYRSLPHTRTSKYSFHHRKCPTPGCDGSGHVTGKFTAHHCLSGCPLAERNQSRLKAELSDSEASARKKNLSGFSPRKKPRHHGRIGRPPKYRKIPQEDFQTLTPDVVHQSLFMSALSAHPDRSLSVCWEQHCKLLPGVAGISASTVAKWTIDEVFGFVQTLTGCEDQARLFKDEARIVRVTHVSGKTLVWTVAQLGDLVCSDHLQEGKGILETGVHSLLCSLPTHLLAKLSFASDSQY
#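 L3MBTL1 50 nM + b-AHA-H3(1-15)K9me1 75 nM, 30 min RT; compound added, 30 min RT; streptavidin donor/Ni-chelate acceptor beads 10 ug/mL each final, 30 min RT dark; AlphaScreen read.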
# Tau fluor cs = Counterscreen qHTS for Inhibitors of Tau Fibril Formation, Fluorescence Polarization; tau K18 P301L Alexa594 fluorescence, heparin fibrillization; Potency, µM (doses to about 57.7 µM), without a hit: at the top dose activity change, negative = decrease; hit rate 0.93% among 280,000; AID 1463, 2008; further: on the % scale 0 is the no-effect control and ±100 the full control effect; nearly all actives have a fitted effect of over 55% in size
#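 Human K18 P301L tau (15 uM unlabeled plus 0.24 uM Alexa 594-labeled, final) in 100 mM sodium acetate pH 7 was mixed with compound and 20 uM heparin and incubated 6 hr at 37 C.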
# TR SRC2 fluor cs = Total Fluorescence Counterscreen for Inhibitors of the Interaction of Thyroid Hormone Receptor and Steroid Receptor Coregulator 2. TRb/SRC2 Texas Red total fluorescence interference. Potency, µM (series often up to 106 µM), for inactives: at the highest dose fluorescence change, negative = quenching. hit rate 0.29% among 280,000. AID 1479, 2009; active means well fitted curve in either direction with a large enough effect; inconclusive means small, poorly fitted or top-dose-only effect; further: on the % scale 0 is the no-effect control and ±100 the full control effect
#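 Human TRb ligand-binding domain at 0.6 uM with 20 nM Texas Red SRC2 peptide in Tris buffer containing 1 uM T3 and 5% DMSO, incubated with compound 5 h at ambient temperature. Total fluorescence (555/632 nm) calculated as parallel + 2 × perpendicular.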
# Tau fibril ThT = qHTS for Inhibitors of Tau Fibril Formation, Thioflavin T Binding; Microtubule-associated protein tau (Homo sapiens), P10636; recombinant tau K18 P301L (four-repeat tau fragment), heparin-induced fibrillization, ThT fluorescence; Potency, µM (highest dose often 57.4 µM), for the others: top-dose activity, negative = inhibition, actives largely listed as inhibitors; hit rate 2.1% among 270,000; further: on the % scale 0 is the no-effect control and ±100 the full control effect; nearly all actives have a fitted effect of over 55% in size
#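 Heparin-induced fibrillization of the P301L-mutant K18 repeat-domain fragment of human tau was followed by ThT binding in quantitative high-throughput format.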
# Active calls of the source: *; i = inactive; ? = inconclusive; nt = no result given; [ ] = dose if it differs, or a comment. Unless noted, the call rests on the fitted dose curve; in most records, active means well fitted curve in the direction sought with a large enough effect; inconclusive means small, poorly fitted or top-dose-only effect, or another doubt; inactive means no such curve, though single readings can be large; an effect the other way counts as inactive or inconclusive. Potency means the concentration at half of the fitted maximal effect. The list is partial; rates above refer to the full screens.
SMILES	Tau fibril FP	TRb SRC2 PPI	RECQ1 helicase	HTT ATP protect	L3MBTL1 inh	Tau fluor cs	TR SRC2 fluor cs	Tau fibril ThT
COc1cccc([C@@H]2Oc3ccc(Br)cc3C[C@H]2OC(=O)Nc2cc(OC)c(OC)c(OC)c2)c1	-2%	-8%	i	-38%[inhibitor]	nt	-12%	0%	-4%
CCOC(=O)C1CCN(c2cc(C)nc3c(-c4ccccc4OC)c(C)nn23)CC1	2%	1%	nt	nt	nt	-15%	0%	-13%
NC(=O)c1cccn(Cc2ccc(C(F)(F)F)cc2)c1=O	-11%	3%	i	-12%	nt	-5%	-2%	-4%
CC#C[C@]1(O)CC[C@H]2[C@@H]3CCC4=CC(=O)CCC4=C3[C@H](c3ccc(N(C)C)cc3)C[C@@]21C	4%	-11%	-10%	-44%[inhibitor]	nt	-21%	-1%	-17%
O=C1CCN(CCc2ccccc2)CCN1[C@H](CSc1ccc(Br)cc1)c1ccccc1	3%	9%	i	8%[10 µM]	nt	-5%	1%	-11%
Cc1ccc2c(c1)c(C)cc[n+]2Cc1ccccc1	9%	4%	-7%	18%[10 µM]	11%	-13%	1%	-19%
COc1ccc(C(=O)n2nc(C#N)c(C#N)c2N)cc1	-8%	-5%	i	-4%[10 µM]	0%	-10%	-3%	-6%
Cc1ccc(S(=O)(=O)N2CC3CCC2C3)cc1 (stereo unspecified)	8%	6%	0%	4%	-4%	-7%	-2%	-5%
O=C(CN1CCCc2ccccc21)N/N=C/c1ccc(F)cc1F	7%	9%	i	5%[10 µM]	nt	-17%	-5%	-8%
COc1cc(C(=O)NC(c2ccccc2)c2ccccc2)cc(Cl)c1OC	4%	1%	-11%	10%[10 µM]	-10%	-2%	3%	6%
Cc1c(N=C2SCC(=O)N2/N=C\c2ccc(Br)cc2)c(=O)n(-c2ccccc2)n1C	6%	-8%	-2%	-3%[1.9 µM]	-5%	-9%	6%	-16%
CCc1ccccc1NC(c1nnc(-c2cccc(F)c2)o1)c1ccc(F)cc1Cl (stereo unspecified)	-5%	-3%	nt	nt	nt	-15%	-2%	-3%
Cc1cc(N)ccc1S(C)(=O)=O	4%	9%	3%	-8%[10 µM]	4.5µM*	-3%	-1%	3%
CCOc1ccccc1NC(=S)N1CCC(NC(=O)NC23CC4CC(CC(C4)C2)C3)CC1	1%	-4%	5%	-2%	-4%	-17%	2%	-14%
Fc1cccc2sc(N3CCCC3)nc12	0%	2%	i	1%[10 µM]	46%[activator]	2%	-6%	-7%
CN(C)CCNC(=O)c1coc(=O)c(Br)c1	0%	-6%	8%	-22%	0%	2%	-1%	0%
CCc1nc2nc(C)cc(Nc3cc(C)ccc3C)n2n1	-6%	4%	nt	nt	nt	-7%	-1%	-7%
CCc1ccc(NC(=O)C2=CC(c3cccs3)=NS(=O)(=O)N2C)cc1	?	-4%	nt	nt	-12%	-16%	-1%	3%
Cc1cccc(CSc2nc3c(c(=O)[nH]2)C(c2cccc(O)c2)CC(=O)N3)c1 (stereo unspecified)	-3%	4%	nt	nt	nt	-7%	-11%	2%
CN(C(=O)OCc1ccccc1)C(CC(N)=O)C(=O)O (stereo unspecified)	5%	-3%	-3%	4%	10%	7%	-5%	3%
Cc1cccc(C(=O)O/N=C2\CCSc3ccc(C)cc32)c1	0%	0%	-13%	19%[10 µM]	24%	-20%	1%	-23%
Cc1c(NS(=O)(=O)N2CCCC2)c(=O)n(-c2ccccc2)n1C	3%	4%	4%	-1%	7%	-6%	2%	-9%
CCS(=O)(=O)N1Cc2ccccc2CC1C(=O)Nc1nccs1 (stereo unspecified)	3%	1%	-8%	2%[10 µM]	-8%	-7%	-6%	-12%
Cc1ccc2oc(C(Cl)(Cl)Cl)cc(=O)c2c1	?	4%	-8%	1%	-12%	-19%	-5%	?
COc1cccc2c(=O)n(CC(=O)NCCc3ccccc3)ccc12	0%	-3%	-1%	-16%[10 µM]	nt	-14%	1%	nt

# Record cards, as listed above:
# Listed for COc1cccc2c(=O)n(CC(=O)NCCc3ccccc3)ccc12 : Tau fibril FP: 0%; TRb SRC2 PPI: -3%; RECQ1 helicase: -1%; HTT ATP protect: -16%[10 µM]; L3MBTL1 inh: nt; Tau fluor cs: -14%; TR SRC2 fluor cs: 1%; Tau fibril ThT: nt
# Listed for COc1cccc([C@@H]2Oc3ccc(Br)cc3C[C@H]2OC(=O)Nc2cc(OC)c(OC)c(OC)c2)c1 : Tau fibril FP: -2%; TRb SRC2 PPI: -8%; RECQ1 helicase: i; HTT ATP protect: -38%[inhibitor]; L3MBTL1 inh: nt; Tau fluor cs: -12%; TR SRC2 fluor cs: 0%; Tau fibril ThT: -4%

# The list goes on.
SMILES	Tau fibril FP	TRb SRC2 PPI	RECQ1 helicase	HTT ATP protect	L3MBTL1 inh	Tau fluor cs	TR SRC2 fluor cs	Tau fibril ThT
CC(C)Cc1nn2c(N)c(/C=C3\C=Nc4ccccc43)c(=O)nc2s1	-5%	4%	-5%	-8%	1%	?	-2%	?
COc1cc(-c2nc(C(F)(F)F)c(OC)o2)cc(OC)c1OC	-12%	-2%	-4%	12%[10 µM]	-4%	-13%	-7%	0%
Cn1c(C(=O)N2CCCc3ccccc32)cc2c(=O)n3ccccc3nc21	-2%	8%	-6%	-42%[inhibitor]	-6%	-14%	3%	-14%
CC1(C)CC(=O)C=C(C(=O)N2CCCC(C(=O)c3cccc(Cl)c3)C2)O1 (stereo unspecified)	-2%	-3%	i	13%[10 µM]	-6%	-15%	1%	-11%
[2H]c1c([2H])c([2H])c(C(=O)c2sc(N3CCCCCC3)nc2-c2ccccc2)c([2H])c1[2H]	6%	-3%	-9%	-70%[inhibitor]	18%	-17%	0%	?
Cc1cc2nc(C(C)(C)C)cc(N)n2n1	1%	-2%	i	-42%[inhibitor][1.9 µM]	3%	-5%	-5%	-4%
COc1ccc(OC)c(NC(=O)Cn2c(=O)n(CC(=O)NCc3ccco3)c(=O)c3ccccc32)c1	-4%	-22%	-10%	1%	nt	-12%	2%	-9%
CCc1c(C)c2ccc(OCC(=O)OC(C)C)c(C)c2oc1=O	-4%	-1%	-3%	-11%	2%	-14%	-3%	-22%
CC(C)(C)C(=O)/C=c1\[nH]c(=O)/c(=C\c2ccc(F)cc2)s1	-9%	-4%	-7%	0%	nt	?	-5%	?
Cc1ccc(C)c(N2CCN(C(=O)CCNC(=O)Cn3ccc4ccccc4c3=O)CC2)c1	-5%	-1%	5%	6%	-8%	-14%	-1%	-11%
O=C(c1ccc2c(c1)OCCO2)N1CCN(c2ccc([N+](=O)[O-])cc2)CC1	-1%	4%	6%	0%[10 µM]	nt	-8%	-2%	?
CCOC(=O)c1c(C)n(-c2ccccc2)c2ccc(OC(=O)COc3ccc(Cl)cc3)cc12	-11%	-6%	nt	nt	nt	-10%	3%	-14%
O=C(O)c1ccccc1NS(=O)(=O)c1ccc2c(c1)OCCO2	5%	4%	18%	17%[10 µM]	10%	2%	0%	-4%
O=C(c1ccc(=O)n(Cc2ccccc2)n1)N1CCN(C/C=C/c2ccccc2)CC1	2%	-7%	i	?	nt	-2%	-1%	-13%
Cn1c(=O)c(-c2ccccc2N)nc2ccccc21	3%	3%	1%	13%	1%[11.4 µM]	-13%	-5%	?
Cc1ccc(Cl)c(OCC(=O)NCc2ccco2)c1	-7%	-22%	i	-9%	nt	-12%	3%	-17%
COc1ccc(OC)c(S(=O)(=O)N2CCC(C(=O)Nc3cccc(C(F)(F)F)c3)CC2)c1	-13%	-11%	-3%	45%[10 µM]	-5%	?	-2%	-3%
CC(=O)N1CCN(Cc2nc3cc(NC(=O)COc4ccccc4)ccc3n2C)CC1	0%	3%	-2%	-34%[inhibitor]	nt	-7%	-2%	-2%
O=C1C2(c3ccccc3)CN(CCO)CC1(c1ccccc1)CN(CCO)C2	3%	7%	i	14%[10 µM]	nt	-9%	-2%	-10%
COc1ccc(Nc2oc(-c3ccccc3F)nc2C#N)cc1	13%	-7%	2%	-18%[10 µM]	-6%	-28%	-8%	?
COc1ccccc1CNC(=O)C1CCN(S(=O)(=O)c2c(C)noc2/C=C/c2cccs2)CC1	-7%	-14%	nt	nt	nt	-24%	-2%	1%
Cc1ccccc1NC(=O)COc1ccc(Br)cc1C	2%	7%[53 µM]	-6%	1%[10 µM]	25%	0%	-3%[53 µM]	-8%
Nc1ccccc1SCC1CSc2nc3ccccc3c(=O)n21 (stereo unspecified)	-1%	2%	i	-10%	-4%	4%	0%	5%
CN(Cc1ccccc1)S(=O)(=O)c1ccc(OCC(=O)Nc2cccc([N+](=O)[O-])c2)cc1	?	-4%	7%	4%[10 µM]	-1%	?	5%	2%
COC(=O)C1=NN(c2ccc(C)cc2)C2(S1)SC(C(C)=O)=C(C)N2c1ccccc1 (stereo unspecified)	7%	3%	4%	20%	nt	-14%	1%	-12%
CNc1oc(-c2ccc(C)cc2)nc1P(=O)(c1ccccc1)c1ccccc1	12%	-14%	-18%	-53%[inhibitor]	-11%	-19%	1%	?
NS(=O)(=O)c1ccc(NC(=S)NC2CCCCCC2)cc1	-2%	-2%	0%	-12%[10 µM]	-5%	-14%	-3%	-2%
CCOC(=O)c1ccc(N2C(=O)CC(N(Cc3ccc4c(c3)OCO4)C(=O)Nc3ccccc3)C2=O)cc1 (stereo unspecified)	?	-3%	-5%	-12%	nt	?	-6%	12%
CN1/C(=C/C(=O)c2cccs2)Sc2ccccc21	3%	3%	-8%	-110%[inhibitor]	nt	?	-4%	?
